ZTA counter: blocks Epstein-Barr virus ZTA, an EBNA-1 counter-screen; P03206; ZTA-DNA binding, fluorescence polarization; 320,000 compounds, 0.15% hits; inhibition, % at 11 µM; AID 2234; in the data active means inhibition above about 33%
Target sequence (P03206 whole entry, looked up): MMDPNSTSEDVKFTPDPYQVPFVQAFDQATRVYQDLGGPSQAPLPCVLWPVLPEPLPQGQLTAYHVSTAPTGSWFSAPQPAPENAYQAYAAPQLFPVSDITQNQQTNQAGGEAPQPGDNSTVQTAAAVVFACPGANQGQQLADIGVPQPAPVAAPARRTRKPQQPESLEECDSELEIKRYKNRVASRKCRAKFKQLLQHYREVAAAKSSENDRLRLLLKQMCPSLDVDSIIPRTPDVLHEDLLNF
EBNA-1 inh: blocks EBNA-1 binding to DNA. EBNA-1 DNA binding, fluorescence polarization. inhibition, % at 14.8 µM. 300,000 compounds, 0.34% hits; in the data active means inhibition above about 28%
PP5 inh: blocks human protein phosphatase 5 activity; inhibition, % at 6.7 µM; 320,000 compounds, 0.18% hits; P53041; purified PP5c, OMFP substrate fluorescence;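 active means inhibition above the campaign's mean inhibition across all tested compounds plus 3 SD, cut at about 9.5% in these data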;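 further: 0% = DMSO only and 100% = 100 µM cantharidin control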
JMJD2C inh: human JMJD2C demethylase inhibition. Q9H3R0. GST-JMJD2C(1-420) H3K9me3 demethylation, DELFIA europium. inhibition, % at 2.35 µM. 330,000 compounds, 0.069% hits. AID 2099;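 active means more than half of a compound's replicate wells show inhibition beyond 50%, single wells judged on their own value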;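 further: signal counts dimethyl H3K9 product captured on neutravidin plate; 0% = median of DMSO wells and 100% = 0.3 times that DMSO median; strong numbers were not always called active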
Target sequence (Q9H3R0 1-420 limits assumed): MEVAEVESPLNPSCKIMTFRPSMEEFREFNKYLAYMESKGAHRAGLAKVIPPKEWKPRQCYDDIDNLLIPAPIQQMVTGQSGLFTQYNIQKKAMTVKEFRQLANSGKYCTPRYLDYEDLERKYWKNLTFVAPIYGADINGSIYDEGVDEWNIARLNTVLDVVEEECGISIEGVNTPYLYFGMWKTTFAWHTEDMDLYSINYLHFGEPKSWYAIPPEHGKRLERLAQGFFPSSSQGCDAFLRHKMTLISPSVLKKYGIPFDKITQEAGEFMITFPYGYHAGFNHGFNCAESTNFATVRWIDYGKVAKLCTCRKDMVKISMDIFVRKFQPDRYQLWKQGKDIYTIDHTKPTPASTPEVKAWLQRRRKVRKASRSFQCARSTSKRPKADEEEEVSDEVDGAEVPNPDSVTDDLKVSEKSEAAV
Yeast superoxide: lowers age-related superoxide in aged yeast cells | S. cerevisiae aged cells, superoxide DHE fluorescence; active compounds read low | superoxide response (% of plate mean), % at 10 µM | 330,000 compounds, 0.18% hits | AID 2690;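 active means superoxide response under a set limit, about three screen SD below normal, cut at about 65% in these data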;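 further: yeast aged for seven days with compound at 30 °C before DHE staining; 100% = average MFI of all compound-treated wells on the plate with controls excluded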
HCV core dimer: HCV core protein dimerization inhibition; TR-FRET GST/Flag-core106 dimerization, 1536-well; inhibition, % at 5 µM; 300,000 compounds, 0.33% hits; AID 1899;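 active means inhibition above the mean of all tested compounds plus 3 SD, set per screening campaign, cut at about 45% in these data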
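assay system = GST-tagged and Flag-tagged HCV core protein residues 1-106 | controls = unlabelled core106 and no-GST-core106 wells | incubation = compound-protein-antibody incubation 4 h at 22.5 °C | probe or stimulus = Eu donor and XL665 acceptor anti-tag antibodies | read-out = % inhibition based on acceptor/donor emission ratio | signal = TR-FRET 671 and 617 nm emission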
TPT1 inhibitor: inhibitors of Candida albicans tRNA 2'-phosphotransferase TPT1; recombinant caTPT1, FP RNA substrate dephosphorylation; inhibition, % at 5 µM; 300,000 compounds, 0.81% hits; AID 1962;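 active means inhibition above the mean of all tested compounds plus 3 SD, set per screening campaign, cut at about 24% in these data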;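 further: plate controls were DMSO alone for no effect and ferristatin control at 100 nM for full effect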
PP1 counter: PP1-alpha (human) inhibition in PP5 counter-screen; purified PP1alpha, OMFP fluorescence; inhibition, % at 6.7 µM; 320,000 compounds, 0.9% hits; AID 2235;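 active means inhibition above the mean inhibition of all tested compounds plus 3 SD, computed separately for each screening campaign, cut at about 15% in these data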
Target sequence (P62136 whole entry, looked up): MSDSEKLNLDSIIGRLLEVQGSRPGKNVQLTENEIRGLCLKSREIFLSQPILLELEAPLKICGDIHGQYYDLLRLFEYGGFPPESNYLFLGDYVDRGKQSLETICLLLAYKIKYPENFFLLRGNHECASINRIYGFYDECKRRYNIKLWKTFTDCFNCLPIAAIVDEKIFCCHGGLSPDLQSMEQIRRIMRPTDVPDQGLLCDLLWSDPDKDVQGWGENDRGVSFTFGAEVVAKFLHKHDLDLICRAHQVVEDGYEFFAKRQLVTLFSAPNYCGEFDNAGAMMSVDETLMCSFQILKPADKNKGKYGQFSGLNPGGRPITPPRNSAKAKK
Fh CTSL1 inh: blocks F. hepatica cathepsin L1 in PFM18AAP counter-screen; recombinant F. hepatica cathepsin L1, Z-Leu-Arg-MCA fluorescence; inhibition, % at 5.96 µM; 300,000 compounds, 0.49% hits;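 active means inhibition above the mean of all tested compounds plus 3 SD, set per screening campaign, cut at about 17% in these data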;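 further: 0% = plate median of test compound wells and 100% = 1 µM Z-Phe-Ala-diazomethylketone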
* = called active by the depositor; . = no result given.

Each structure is followed by: ZTA counter, EBNA-1 inh, PP5 inh, JMJD2C inh, Yeast superoxide, HCV core dimer, TPT1 inhibitor, PP1 counter, Fh CTSL1 inh
COC(=O)[C@@]1(Cc2ccc(F)cc2)[C@H]2c3cc(C(=O)N4CCCC4)n(CCO)c3C[C@H]2CN1C(=O)c1ccccc1
    -1, -5, 1.7, -6, 104, 7, 2, -1, 0
COC(=O)/C=C(\C)NC(=O)c1ccc(F)cc1
    13, -12, 3.1, 4, 89, 1, -3, -2, -2
COc1ccccc1NC(=O)Cc1ccsc1
    5, 7, 0.4, 7, 108, 5, -1, -6, -6
COc1ccccc1C(=O)Nc1nc2nc(-c3ccccc3)cc(=O)n2[nH]1
    -3, -1, 0.0, 0, 106, 1, 1, 3, 7
CCNC(=O)COC(=O)c1cc(-c2ccccc2)nn1-c1ccccc1
    9, -5, -0.4, -1, 99, -1, 0, 0, -3
Cc1ccc(SCCC(=O)N(C)CC(=O)Nc2c(C)cccc2C)cc1
    10, 5, -0.1, -3, 114, 1, 1, -3, -2
Oc1c(Br)cc(Br)cc1/C=N/c1nc2c(s1)CCCC2
    5, 12, 2.2, 12, 80, 5, -2, 9, -7
CCOc1ccccc1-c1nc2c(s1)CCc1onc(-c3ccc(OC)cc3)c1-2
    -2, -1, -8.3, 3, 90, -13, 0, -12, 5
COc1ccccc1N1CCN(C(=O)CSc2nnc(NC(=O)C3CC3)s2)CC1
    9, 2, 1.0, 22, 98, 0, 1, 3, -1
COc1cc(/C=N\NC(=O)c2ccc(Cn3cc(Br)c([N+](=O)[O-])n3)o2)cc(OC)c1O
    1, -5, 3.9, 0, 95, -30, 0, -5, 9

Reformatted: entries from further up.
> COC(=O)[C@@]1(Cc2ccc(F)cc2)[C@H]2c3cc(C(=O)N4CCCC4)n(CCO)c3C[C@H]2CN1C(=O)c1ccccc1
  ZTA counter = -1; EBNA-1 inh = -5; PP5 inh = 1.7; JMJD2C inh = -6; Yeast superoxide = 104; HCV core dimer = 7; TPT1 inhibitor = 2; PP1 counter = -1; Fh CTSL1 inh = 0

> COc1ccccc1C(=O)Nc1nc2nc(-c3ccccc3)cc(=O)n2[nH]1
  ZTA counter = -3; EBNA-1 inh = -1; PP5 inh = 0.0; JMJD2C inh = 0; Yeast superoxide = 106; HCV core dimer = 1; TPT1 inhibitor = 1; PP1 counter = 3; Fh CTSL1 inh = 7

> COc1ccccc1NC(=O)Cc1ccsc1
  ZTA counter = 5; EBNA-1 inh = 7; PP5 inh = 0.4; JMJD2C inh = 7; Yeast superoxide = 108; HCV core dimer = 5; TPT1 inhibitor = -1; PP1 counter = -6; Fh CTSL1 inh = -6

> Cc1ccc(SCCC(=O)N(C)CC(=O)Nc2c(C)cccc2C)cc1
  ZTA counter = 10; EBNA-1 inh = 5; PP5 inh = -0.1; JMJD2C inh = -3; Yeast superoxide = 114; HCV core dimer = 1; TPT1 inhibitor = 1; PP1 counter = -3; Fh CTSL1 inh = -2

Further records:
Each structure is followed by: ZTA counter, EBNA-1 inh, PP5 inh, JMJD2C inh, Yeast superoxide, HCV core dimer, TPT1 inhibitor, PP1 counter, Fh CTSL1 inh
COc1ccc(S(=O)(=O)Nc2cccc(C)n2)c2ccccc12
    34*, 6, -0.9, 7, 105, 3, -8, -2, 1
Cc1nc2sc3c(O)cc(=O)[nH]c3c2c(C)c1C
    16, 3, 0.4, -3, 110, -2, -1, 4, -1
COCCNC(=O)c1ccc2c3n(nc2c1)-c1ccc(C)cc1CO3
    -7, -5, 2.0, -3, 111, 3, 0, -4, -4
O=C(Nc1nccs1)C12CC3CC(C1)CC(C(=O)Nc1nccs1)(C3)C2
    -5, 6, 0.1, -5, 87, 3, 0, 4, -4
O=C(O)c1ccc2nc(CO)[nH]c2c1
    -16, -11, 1.9, 1, 98, -7, -2, 2, -2
CC(C)Cn1c(O)c(N=NC(=O)c2cccc(S(=O)(=O)N3CCCCC3)c2)c2ccccc21
    -22, 5, 0.1, 3, 109, 22, -2, 1, 5
COc1ccc2c(c1OC)C(=O)OC2Nc1nc(-c2cc3cc([N+](=O)[O-])ccc3oc2=O)cs1 (configuration not stated)
    12, 2, 2.8, -6, 91, 2, 0, 0, 11
COC(=O)c1sccc1NN1C(=O)c2ccccc2C1=O
    -6, -9, 0.4, 7, 117, 1, -3, -4, -1
COc1cc(S(=O)(=O)NCC2OCCc3ccccc32)ccc1-n1cnnn1 (configuration not stated)
    -1, -5, 0.5, -4, 93, -3, -1, 1, 1
COc1cc(C2CC(C(F)(F)F)n3ncc(C(=O)O)c3N2)cc(OC)c1OC (configuration not stated)
    -9, -12, 3.2, 10, 102, -2, -3, -3, -4
Cc1nn2cc(-c3ccc(N)cc3)nc2s1
    -11, -3, 1.5, 9, 87, 17, 1, 1, 2
O=c1oc2ccccc2c(O)c1/C=C1\C=Nc2ccccc21
    6, -2, -0.6, 20, 91, 8, 9, 4, 2
O=C(CCCCn1c(=O)c2ccccc2n(Cc2ccccc2)c1=O)NC1CCN(Cc2ccccc2)CC1
    18, 9, 0.9, -10, 108, -2, -2, -1, 4
CCCCc1n(CC(=O)c2ccc(Cl)cc2)c2ccccc2[n+]1C
    -4, -5, 0.6, -4, 97, 0, 1, -2, 1
CN(C)CCn1c(=O)n(Cc2ccco2)c(=O)c2c3c(sc21)CCCCC3
    -6, 10, 0.3, 2, 98, 2, -3, -1, 5
O=C(NCc1ccc2c(c1)OCO2)c1ccc(Cl)nc1
    18, 2, 0.2, 8, 109, 4, 2, -2, 2
C#CCOCCOCCOCCNc1nc(N2CCN(C(=O)CCCCCCCCCCNC(=O)[C@@H](CCSC)n3cc(CCO)nn3)CC2)nc(N2CCN(C(=O)CCCCCCCCCCNC(=O)[C@H](CCCN=C(N)N)n3cc(C[C@@H](C)CC)nn3)CC2)n1
    141*, 12, 4.0, ., 93, 7, -2, 49*, 4
CC(=C1C(=O)c2ccccc2C1=O)N1CCN(c2ccccn2)CC1
    -3, 2, 2.1, -8, 110, -2, -1, 0, -1
Cc1nn(C(C)C(=O)Nc2ccc3c(c2)OCO3)c(C)c1[N+](=O)[O-] (configuration not stated)
    -5, 0, -1.3, -2, 94, 1, 1, -5, 7
CCn1nnnc1SCC(=O)c1cc(Cl)ccc1OC
    2, -2, 0.1, 29, 116, 7, 3, -5, 8
O=C(CSc1nnc(CNC(=O)c2ccco2)o1)NC1CCCC1
    11, 3, -0.5, 35, 88, 1, -3, -1, 5
Cc1ccc(NC(=O)CCC(=O)OCCCC(F)(F)C(F)(F)F)cc1
    18, 0, 3.3, -45, 87, -5, -1, 3, -8
COc1cc(C)c(Cl)c(C)c1S(=O)(=O)NCc1cccnc1
    10, -18, 3.8, 4, 87, 2, -4, -1, -9
Cc1ccc(-c2csc(N3C(=N)SCC3=O)n2)cc1
    2, 3, -0.8, 3, 97, 6, -1, -1, 0
O=C(NCc1cccnc1)c1ccc(S(=O)(=O)N2CCCCC2)cc1
    8, 2, 0.3, 2, 87, -1, -1, -1, -1
C=CCNC(=S)NNC(=O)COc1c(Cl)cc(Cl)cc1Cl
    13, 9, -0.8, 1, 92, 4, 2, -2, -3
COc1ccc(S(=O)(=O)CC2(O)CCN(C(=O)CC(C)C)CC2)cc1
    4, 10, -2.1, -2, 102, -2, 3, -6, -1
NS(=O)(=O)c1ccc(N/N=C/c2cn(-c3ccccc3)nc2-c2cccs2)cc1
    1, -12, 2.4, -2, 85, 1, -1, -6, -4
COc1ccc(CNC(=O)Cn2ncn3c(cc4ccccc43)c2=O)cc1
    1, 27, 0.8, 10, 83, 2, 0, 1, 2
CCc1cc(SC#N)ccc1N
    -3, -15, 3.2, 2, 94, -10, -1, -3, -1

(cont.)
mol	ZTA counter	EBNA-1 inh	PP5 inh	JMJD2C inh	Yeast superoxide	HCV core dimer	TPT1 inhibitor	PP1 counter	Fh CTSL1 inh
CCN(c1ccc(NC(=O)CCc2nc3sc4c(c3c(=O)[nH]2)CCCC4)cc1)C(C)C	7	-5	1.3	82	107	16	7	-2	3
COC(=O)[C@H]1[C@@H](C)N(Cc2ccccc2)C(=O)N[C@H]1c1ccccc1	-8	5	0.6	-1	103	0	0	2	-1
O=S1(=O)C[C@@H](O)[C@@H](Nc2ccccc2)C1	8	3	-0.5	-5	81	-5	-4	0	0
C=Cc1ccc(CN2CCCN(Cc3ccc(F)cc3)S2(=O)=O)cc1	19	5	2.5	5	111	-3	-4	6	2
CC(=O)c1ccc(N2CCN(C(=O)C3(S(=O)(=O)c4ccc(Cl)cc4)CC3)CC2)cc1	2	7	1.8	1	100	10	2	-3	4
Cc1ccc(CNC(=O)CS(=O)(=O)Cc2nc(-c3ccccc3F)oc2C)cc1	9	5	2.6	4	103	-5	0	-2	0
N#Cc1cc2ccccc2nc1SCc1cccnc1	12	-1	1.2	2	109	-4	0	1	1
CCN(CC)CCCC1(CN)OCCc2ccccc21 (configuration not stated)	13	0	0.3	0	97	-1	1	2	-2
CCC(=O)N1c2ccc(S(=O)(=O)NCc3ccccc3)cc2CC1C (configuration not stated)	0	1	0.4	4	97	0	-1	6	0
COc1ccc(CNC(=O)C2CCCN2S(=O)(=O)c2ccc(Cl)cc2)cc1 (configuration not stated)	-8	7	-1.0	2	90	2	0	-4	-2
O=C(NS(=O)(=O)c1ccccc1Cl)c1ccc[nH]1	-13	8	2.0	9	103	4	-1	-4	-3
Cc1cnc(-c2nnc(N(C)C(=O)C3CCCO3)s2)cn1 (configuration not stated)	-9	-6	3.5	-20	103	-1	-6	-5	2
CN(CC1CCOCC1)C(=O)CC1C(=O)NCCN1C/C=C/c1ccccc1 (configuration not stated)	-2	-16	-4.1	4	96	4	3	-1	0
Cc1cc(NC(=O)Cc2ccccc2)c2ccccc2n1	-7	-2	1.5	.	102	1	-2	-1	-3
Cc1ccc(S(=O)(=O)c2cc3c(=O)n4ccccc4nc3n(C3CCCC3)c2=N)cc1	9	-5	1.6	15	121	13	10	-2	0
COc1cc(C(O)P(=O)(OC(C)C)OC(C)C)cc(OC)c1OC (configuration not stated)	-2	2	2.4	0	96	-6	-4	-1	1
Cc1ccc(NC(=O)c2ccc(OC(=O)COc3ccc(Cl)cc3C)cc2)cc1	-4	-7	-1.3	-3	88	2	0	3	-9
Nc1ccccc1Nc1cc(-c2ccccc2)nn1-c1ccccc1	22	4	3.8	4	88	-9	-1	5	0
N#CC(C#N)=Cc1ccc(OCC(=O)N2CCOCC2)cc1	-7	-17	-2.4	-19	93	-1	1	-3	-8
CN1CC(=O)N/C1=N\C(=O)Nc1ccc(O)cc1	3	-3	0.3	-17	96	-5	-3	0	1
CCc1sc(NC(=O)C(C)C)nc1-c1ccccc1	8	14	5.6	-11	93	-3	-6	5	0
Cn1c(NNC(=O)CCC2CCCCC2)cc(=O)n(C)c1=O	-6	20	-0.9	14	85	-2	-1	-1	-2
CCOc1ccc2nc3sc(C(=O)N4CCOCC4)c(N)c3cc2c1	5	2	1.8	8	108	-12	4	3	-1

Bioassay records (PubChem BioAssay)
